# Compound activity (PubChem BioAssay)
# mHTT-CaM PPI inh – disrupts binding of mutant huntingtin to calmodulin | P42858 | AID 1671202 | inhibition, % at 15 µM | actives 3.6% (n = 190,000) | AlphaScreen His-mHTT/GST-CaM binding, luminescence;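 further: 0% = both proteins with DMSO and 100% = one protein alone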
# Pf apPOL block – Pf-apPOL DNA polymerase inhibition; inhibition, % at 10 µM; Recombinant Pf-apPOL, molecular beacon fluorescence, 1.5 h; actives 0.25% (n = 210,000); AID 1794808
# * hit, by the source's call; / = not tested or not shown; & = joins results of further samples. No stated cut-off is given here; in the data, active means inhibition above about 50%; inactive means the rest. The list is partial. The share of hits here may be higher or lower than overall.
SMILES	mHTT-CaM PPI inh	Pf apPOL block
CCOC(=O)C(CC)Sc1nnc(NC(=O)c2cc(-c3ccccc3)on2)s1 (configuration not stated)	0.3	5.3
COC(=O)c1cc(Nc2ccc(C)cc2)c2ccccc2n1	-3.1	-18.6
COc1ccccc1C1(CNC(=O)C2CC(=O)N(c3ccc(C)c(C)c3)C2)CCOCC1 (configuration not stated)	-1.3	0.4
CCCCCOc1ccc(CSC2=NCCN2)cc1[N+](=O)[O-]	8.0	-3.9
O=C(Cn1cccn1)N1CCCC(c2nnc(-c3ccccc3F)s2)C1 (configuration not stated)	-13.6	-4.2
CC(C)NC(=O)C1CCN(S(=O)(=O)c2ccc(Br)s2)CC1	0.0	-3.9
CC1=C(C(=O)Nc2cc(Cl)ccc2C)C2(CCCCC2)OC1=O	-9.1	-1.9
CCOC(=O)Cc1csc(NC(=O)c2csc(-n3cccc3)n2)n1	-15.9	16.2
Cc1nc(-c2c(Cl)cc(C(F)(F)F)cc2Cl)sc1C(=O)C=CN(C)C	/	4.1
Cc1cc(C)c(C)c(S(=O)(=O)NCC(=O)N2CCN(c3ccccc3)CC2)c1C	22.6	-2.7
CCn1ccc(C(=O)Nc2nc(-c3cc(Cl)ccc3Cl)cs2)n1	-16.4	2.1
COc1ccc(-c2nnc(NC(=O)c3ccc(S(=O)(=O)N(C)Cc4ccccc4)cc3)o2)cc1	3.0	4.0
O=C(NC1CCN(c2ccccc2)C1=O)c1ccccc1C(F)(F)F (configuration not stated)	-7.4	-1.7
CCCNC(=O)c1ccc2c(c1)N(S(C)(=O)=O)CC2	-5.3	7.8
NC(=O)c1cc([N+](=O)[O-])ccc1N1CCCCC1	1.2	-6.1
COc1ccc(N2C(=O)CSC2c2cc3c(cc2[N+](=O)[O-])OCO3)c(OC)c1 (configuration not stated)	21.0	0.5
O=C(CCNS(=O)(=O)c1cccs1)N1CCN(c2ncccn2)CC1	-4.0	-8.0
COc1cccc(NC(=O)c2ccc(NC(C)=O)cc2)c1	8.0	-0.3
COc1cc(O)ccc1C1CC(=O)Nc2c1c(C)nn2-c1nc2ccccc2s1 (configuration not stated)	5.6	-2.6
COc1cccc(C(=O)Oc2ccc3c(=O)c(-c4ccccc4)coc3c2)c1	-0.4	-8.7
CC(=O)N(C)CC(=O)N1N=C(c2cccs2)CC1c1ccc(Cl)cc1 (configuration not stated)	10.0	-6.4
CC1(C(=O)O)NC(c2ccccc2O)C2C(=O)N(c3ccccc3[N+](=O)[O-])C(=O)C21 (configuration not stated)	-5.0	-1.5
NC(=O)c1ccccc1NC(=O)CC1CCCCC1	-5.9	-1.1
Cc1cccc(NC(=O)CSc2nnc(C(O)c3ccccc3)n2-c2ccccc2)c1C (configuration not stated)	3.7	-160.0
C#CCn1c(COc2ccc(OC)cc2)nc2ccccc21	-3.5	/
COc1ccc(-c2cc(C(F)(F)F)n3ncc(C(=O)N4CCN(C)CC4)c3n2)cc1OC	-1.0	0.1
COc1cc2c(cc1OC)C(C(=O)Nc1cccc(Cl)c1)C(c1cccnc1)N(C)C2=O (configuration not stated)	5.0	-5.8
CC(C)S(=O)(=O)c1cccc(C(=O)Nc2nc(-c3cc([N+](=O)[O-])cs3)cs2)c1	3.1	4.1
O=C(Cc1ccc(NC(=O)CSCc2ccccc2)cc1)NCc1cccs1	7.7	10.3
Cc1ccc(CN2CCC(C(O)c3ccccn3)CC2)o1 (configuration not stated)	6.5	-4.1

# Single records, from the list above. Order of screens: mHTT-CaM PPI inh | Pf apPOL block
# COc1ccc(-c2nnc(NC(=O)c3ccc(S(=O)(=O)N(C)Cc4ccccc4)cc3)o2)cc1 reads 3.0 | 4.0
# Cc1cccc(NC(=O)CSc2nnc(C(O)c3ccccc3)n2-c2ccccc2)c1C (configuration not stated) reads 3.7 | -160.0
# CC(=O)N(C)CC(=O)N1N=C(c2cccs2)CC1c1ccc(Cl)cc1 (configuration not stated) reads 10.0 | -6.4
# CC(C)S(=O)(=O)c1cccc(C(=O)Nc2nc(-c3cc([N+](=O)[O-])cs3)cs2)c1 reads 3.1 | 4.1
# NC(=O)c1cc([N+](=O)[O-])ccc1N1CCCCC1 reads 1.2 | -6.1

# Later entries:
SMILES	mHTT-CaM PPI inh	Pf apPOL block
Cc1ccc(CN2CCCC(c3nc(-c4cccnc4)n[nH]3)C2)s1 (configuration not stated)	-1.0	-0.1
O=C(NCc1ccccn1)C(c1ccccc1)n1cccc1 (configuration not stated)	36.2	-1.4
COCc1cc(C)nc(SCC(=O)Nc2cccc(C(F)(F)F)c2)c1C#N	2.0	-3.4
CC(=O)Nc1ccc(C2(C(=O)N3CCN(CC(C)C)CC3)CCCCC2)cc1	33.4	-0.4
COC(=O)C1CCN(C(=O)Cc2csc(Nc3ccc(F)cc3)n2)CC1	0.6	-49.0
Cc1ccc(N(Cc2ccc(C(=O)Nc3ccccc3F)cc2)S(C)(=O)=O)cc1C	10.3	-5.9
Cc1cc(=O)n2c(-c3ccc(NC(=O)Nc4ccc(F)c(F)c4)cc3)csc2n1	5.8	-13.1
O=C(CCCCCn1nnc2ccccc2c1=O)NCCc1ccccc1	15.0	-5.9
CCCC(=O)NCCC1CCN(C(=O)c2ccc(C)cc2)CC1	2.6	-5.1
O=C1c2cccnc2C(=O)N1c1cccc(-c2nc3ccccc3o2)c1	-3.0	-3.5
FC(F)(F)c1cccc(NN=C2CCSCC2)n1	/	0.9
COc1ccc(C2Nc3ccccc3C(=O)N2Cc2ccco2)cc1Cn1cc([N+](=O)[O-])cn1 (configuration not stated)	19.0	0.6
Cc1cc(F)ccc1NC(=O)c1ccc2c(c1)Sc1ncccc1C(=O)N2C	-3.5	-4.5
Cc1c(Cl)cccc1NC(=O)N1CCCC1c1nc(-c2ccccc2)no1 (configuration not stated)	-4.2	-2.6
O=C(NCc1cccnc1)C(Cc1ccccc1)NS(=O)(=O)c1ccc(Br)cc1 (configuration not stated)	1.0	2.8
CCc1ccccc1NC(=O)Nc1cccc(Cl)c1	1.5	-1.3
Cc1cccc(NC(=O)Nc2ccc(-c3ccccc3)s2)n1	/	-0.3
O=C1N(c2cccc(Cl)c2)c2ncccc2S(=O)(=O)N1Cc1ccccc1	-5.7	-4.6
Cc1ccnc2c([N+](=O)[O-])cccc12	-3.6	-2.5
Cc1cccc(NC(=O)c2ccnc(N3CCNC(c4ccccc4)C3)c2)c1 (configuration not stated)	35.9	10.3
c1ccc(CN2CCCC(Nc3ncnc4c3CCC4)C2)nc1 (configuration not stated)	-0.1	-9.3
O=C1CCCC2=C1C(c1cccc([N+](=O)[O-])c1)Nc1ccc(C(=O)c3ccccc3)cc1N2 (configuration not stated)	56.4*	-8.5
CCOc1ccc(-n2nc(C(=O)Nc3ccc(F)cc3)c3ccccc3c2=O)cc1	-5.0	-0.9
O=C(NCc1ccc(F)cc1)C1CCN(c2nc3ccccc3[nH]2)CC1	-12.0	-8.1
CCN(CCC(=O)N1CCCCC1)C(=O)c1cnc(C)cn1	7.2	0.3
O=C(O)c1c2c(nc3ccccc13)-c1ccccc1C2	-3.0&4.0	-6.9&-9.0
Cc1ccccc1C1CC(c2ccc(Br)cc2)Nc2ncnn21 (configuration not stated)	31.0	-8.4
Cc1ccc(Nc2nc(-c3ccccn3)cs2)cc1	93.0*	-3.7
COc1ccc(NC(=O)C(=O)NCc2ccc(C)cc2)cc1	2.9	1.2
CCOc1ccc(CNC(=O)CN2C(=O)C3CCCN3C(=O)c3cc(C)ccc32)cc1 (configuration not stated)	-5.1	-6.6
Cc1cccc(N=Cc2nc(-c3ccc(Cl)cc3)oc2O)c1	3.0	-2.8
COc1ccc2c(CC(=O)N(CC(C)C)CC(C)C)cc(=O)oc2c1	-2.1	-2.4
Cc1cc(C)n2nc(SCC(=O)Nc3cccc(Cl)c3)nc2n1	6.0	-9.0
O=C(Nc1ccc(Br)cc1)O[C@@H]1C[C@H]2C[C@@H]1[C@H]1CCCCN1C2	29.1	-9.4
Cc1ccccc1-n1nc2c(c1NC(=O)c1cccc([N+](=O)[O-])c1C)CS(=O)(=O)C2	0.0	-3.8
COc1ccc(C(F)(F)F)cc1NC(=O)CC1(CC(=O)O)CCCCC1	/	-11.0
O=c1oc2ccccc2cc1-c1nnc(Nc2c(F)cccc2F)s1	12.0	-9.2
Cc1nc2nc(SCC(=O)N3CCC(C)CC3)nn2c(C)c1Cc1ccccc1	31.0	-11.1
COc1cc(C(=O)N2CCN(C(=O)c3ccco3)CC2)cc(OC)c1OC	-9.0	-0.6
C/C=C/C1OC(=O)C2(CCCCC2)C(=O)C1(C)C (configuration not stated)	-8.9&-13.0	2.5
O=C(c1cnc2ccccc2n1)N1CC(c2nc(-c3cccc(C(F)(F)F)c3)no2)C1	-0.3	1.0
COc1cc(C(=O)N2CCCC(C)(C(=O)NCc3ccc(C)cc3)C2)cc(OC)c1OC (configuration not stated)	3.6	3.2
CCCCNc1cnn(-c2ccccc2)c(=O)c1Cl	6.3	0.3
O=C1OC(Cc2ccccc2Cl)c2cc[nH]c(=O)c21 (configuration not stated)	10.0	2.4
CCCCC[C@@H](C)N1C[C@H](COCc2ccccc2)Oc2cc(N3CC[C@@H](N(C)C)C3)ccc2S1(=O)=O	-4.0	-11.0

# For reference, some entries already given:
SMILES	mHTT-CaM PPI inh	Pf apPOL block
O=c1oc2ccccc2cc1-c1nnc(Nc2c(F)cccc2F)s1	12.0	-9.2
Cc1nc2nc(SCC(=O)N3CCC(C)CC3)nn2c(C)c1Cc1ccccc1	31.0	-11.1
COc1cc(C(=O)N2CCN(C(=O)c3ccco3)CC2)cc(OC)c1OC	-9.0	-0.6
C/C=C/C1OC(=O)C2(CCCCC2)C(=O)C1(C)C (configuration not stated)	-8.9&-13.0	2.5

# (list continues)
SMILES	mHTT-CaM PPI inh	Pf apPOL block
CCN1c2ccccc2C(=O)NC12CCN(C(=O)NC1CCCCC1)CC2	-3.5	-4.1
Cc1cccc2nnc(N3CCN(C(=O)c4ccccc4)CC3)n12	-3.5	-0.4
O=C(Cc1ccc(NC(=O)Nc2ccccc2Cl)cc1)NCc1cccs1	-9.9	2.9
CCOc1cc(CN2CCCC2c2c(C)noc2CC)ccc1O (configuration not stated)	2.3	2.4
Cc1ccc(NC(=O)Cn2[nH]c3c(cnc4ccc(Cl)cc43)c2=O)cc1F	16.7	-2.0
Cc1ccc2c(c1)C(=O)NC1(CCN(C(=O)c3ccc(C(F)(F)F)cc3)CC1)N2C	4.4	-4.2
COC(=O)c1ccccc1NC(=O)CCC(=O)O	-7.0	3.3
CC(C)(C)NCC(O)COc1cccc2[nH]c(=O)[nH]c12 (configuration not stated)	/	0.5
Cc1cc2[nH]c(C(=O)Nc3cccc(C)c3C)c(CN3CCOCC3)c2s1	52.9*	-8.9
O=C(COc1ccc([N+](=O)[O-])cc1)NCCc1nc2ccccc2[nH]1	3.0	-0.7
Cc1ccc(-c2noc(C3CCN(CC(=O)Nc4ccccc4)CC3)n2)cc1	-6.3	1.1
O=C(CCC(=O)Nc1ccc2c(c1)OCCO2)Nc1ccc2c(c1)OCCO2	-0.2	0.6
COc1ccc(NC(=O)C2CC(c3ccc(OC)cc3)=NO2)cc1 (configuration not stated)	-8.3	-0.6
Cc1ccc(NC(=O)C2CCc3nc(N4CCOCC4)ncc3C2)cc1F (configuration not stated)	3.7	-0.6
NS(=O)(=O)c1ccc(CCNC2CC(=O)N(c3ccc(F)cc3)C2=O)cc1 (configuration not stated)	-8.4	13.7

# Look-ups from the entries so far:
# Value of Cc1cc2[nH]c(C(=O)Nc3cccc(C)c3C)c(CN3CCOCC3)c2s1 in mHTT-CaM PPI inh: 52.9*
# Value of NS(=O)(=O)c1ccc(CCNC2CC(=O)N(c3ccc(F)cc3)C2=O)cc1 (configuration not stated) in mHTT-CaM PPI inh: -8.4

# Next part
SMILES	mHTT-CaM PPI inh	Pf apPOL block
O=C(c1cc2c(s1)CCC(C(=O)N1CCOCC1)C2)N1CCCCC1 (configuration not stated)	-3.7	-2.2
c1ccc2cc(Oc3ccc4ccccc4c3)ccc2c1	-22.8	/
CC(C)c1c(C(=O)N2CCN(C)CC2)c(C2CC2)nn1-c1ccccc1	5.0	-1.3
O=C(CC1CCS(=O)(=O)C1)NC1CCCCC1 (configuration not stated)	-4.2	/
Clc1ccc(OCCn2ccnc2)c(Cl)c1	6.2	-5.8
CCCCN(CC)C(=O)c1c(-c2c(Cl)cccc2Cl)noc1C	1.1	-12.9
O=C1CN(C(=O)c2ccccc2F)C(c2ccc(F)cc2)c2cc(Br)ccc2N1 (configuration not stated)	24.0	-6.3
Cc1ccc(C)c(S(=O)(=O)N2CCCC2CNC(=O)c2c(F)cccc2F)c1 (configuration not stated)	0.5	-3.9
CCc1ccccc1NC(=O)C1CCN(C(=O)c2ccc(OC)c(OC)c2)CC1	-0.3	1.7
O=C(c1cccs1)N1CCCC(OCc2ccc(C(F)(F)F)cc2)C1 (configuration not stated)	50.6*	-1.7
CC(O)(CNS(=O)(=O)c1cccc(F)c1)C1CC1 (configuration not stated)	-14.8	1.1
CCN(CC)c1cc(F)c([N+](=O)[O-])cc1[N+](=O)[O-]	19.0	/
CCC(=O)N1CCN(c2cc(C)cc(C)c2)C(=O)C1C (configuration not stated)	-1.3	3.5
Cc1ccc(C2C=C(c3cccs3)Nc3nnnn32)cc1 (configuration not stated)	-18.0	-3.5
CNC(=O)c1c(N)sc2c1CCCCC2	8.8	/
Cc1ccccc1-n1nc2c(c1NC(=O)C1CCCCC1)CS(=O)(=O)C2	3.0	-2.3
O=C(CSc1nc2ccccc2[nH]1)N1CCOCC1	4.0	-4.0
O=C1/C(=C/c2ccsc2)CC/C1=C\c1cccs1	/	-2.8
CCOC(=O)C1CCN(C(=O)C2CCCN(c3ccc(-c4ccccc4)nn3)C2)CC1 (configuration not stated)	-3.1	-23.6
